M17LAP inhibition: P. falciparum M17LAP inhibitors, primary screen, biochemical, fluorogenic H-Leu-NHMec substrate, 1536-well (AID 1619) | inhibition, % at 30 µM; hits with a dose series show IC50 in µM | hit rate 0.38% among 220,000 | recombinant M17LAP, H-Leu-NHMec fluorogenic kinetic assay; higher % means a stronger effect;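 active = compound inhibiting the enzyme by more than half at any dose during confirmatory dose-response retesting; inconclusive = strong single-dose inhibitors picked by rank but not retested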;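 also: plate controls were full reaction with DMSO carrier for no effect and no enzyme background for full effect; strong numbers were not always called active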
human PMI inhibition: inhibitors of human PMI, primary screen, biochemical, fluorescence intensity, coupled assay (AID 1209); purified PMI enzyme, coupled fluorescence intensity; higher % means a stronger effect; one-dose inhibition, % at 20 µM; IC50 in µM for titrated hits; hit rate 0.42% among 190,000;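 also: plate controls were DMSO vehicle for no effect and wells lacking substrate for full effect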
human PMI inhibitors: MPI inhibition at elevated mannose 6-phosphate – biochemical, fluorescence intensity, high mannose 6-phosphate, primary screen (AID 1220). recombinant PMI enzyme, coupled fluorescence intensity; higher % means a stronger effect. inhibition, % at 20 µM, or IC50 in µM where a hit was titrated. hit rate 0.66% among 190,000
West Nile antiviral: inhibition of WNV-induced cytopathic effect – cell-based, CPE readout (AID 1621) | West Nile virus-infected cells, CPE inhibition; higher % means a stronger effect | CPE inhibition, % at 10 µM, or IC50 in µM where a hit was titrated | hit rate 0.02% among 290,000; in the data active = a potency from the dose series; inconclusive = CPE inhibition mostly from about 3.7% at the one dose, without a potency; inactive = the rest, 99 in 100 with CPE inhibition below about 2.2%; also: strong numbers were not always called active
UTI89 phage lysis: inhibition of K1F phage lysis, E. coli UTI89, bacterial capsule biogenesis inhibitors, alamar blue (AID 488966); E. coli UTI89 K1F phage lysis, alamar blue, 2 h; higher % means a stronger effect; inhibition, % at 100 µM, or IC50 in µM where a hit was titrated; hit rate 0.02% among 340,000;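 active = phage lysis inhibition, versus mean bacterial control, above a set limit; inconclusive = no clear call, values can overlap the other calls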;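 also: capsule biogenesis inhibitors block K1F phage lysis so surviving cells raise fluorescence; higher fluorescence means more inhibition of phage lysis; actives were called in the ten point dose series up to 300 µM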
RSV CPE inhibition: RSV antiviral activity via CPE protection, HEp-2 cells, primary 10 µM value included (AID 2391); HEp-2 cells, RSV-induced CPE inhibition; higher % means a stronger effect; CPE inhibition, % at 10 µM; hits with a dose series show IC50 in µM; hit rate 0.13% among 310,000; in the data active = a potency from the dose series; inconclusive = CPE inhibition mostly from about 23% at the one dose, without a potency; inactive = the rest, 99 in 100 with CPE inhibition below about 21%; also: strong numbers were not always called active
M1AAP inhibition: P. falciparum M1AAP inhibitors, biochemical, fluorogenic H-Leu-NHMec substrate, 1536-well (AID 1445); recombinant M1AAP, H-Leu-NHMec fluorogenic kinetic assay; higher % means a stronger effect; inhibition, % at 30 µM, or IC50 in µM where a hit was titrated; hit rate 0.42% among 220,000;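 active = primary inhibition above the hit cutoff, then over 50% inhibition at one or more dose response concentrations, cut at about 23% in these data, passing the limit was not always enough; inconclusive = conflicting primary data, or primary hits not chosen for dose response; inactive = low primary inhibition, or under 50% at every dose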;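 also: plate controls were DMSO full reaction for no effect and no enzyme background for full effect; strong numbers were not always called active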
TNAP activators: human TNAP enzyme activators, primary screen, biochemical, luminescent, no phosphate acceptor, uHTS (AID 1001) | purified TNAP, luminescent activation assay, no phosphate acceptor; higher activation fold means a stronger effect | hit rate 0.03% among 200,000 | activation fold at 20 µM; hits with a dose series show EC50 in µM; in the data active = activation fold from about 3, or a potency from the dose series; inactive = the rest, 99 in 100 with activation fold below about 1.6; also: many of its hits are not listed in these tables
T cell HTS: T cell immune modulators affecting CD8 T cell-vesicle binding; 2C CD8+ T cell-vesicle binding, flow cytometry; hits give low values; AID 2052; hit rate 0.068% among 330,000; calls only at 7 µM;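 active = response, share of CD8 T cells binding vesicles, and their 90th percentile fluorescence all below set limits, cut at about 80% in these data, passing the limit was not always enough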
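Read-out – percent CD8+ FL2 mean versus row control · System – murine 2C transgenic CD8+ T lymphocytes · Times – 1.5 h cell–vesicle binding at 37 °C, then 20 min icy labelling · Control set – naked vesicles low, QL9 vesicles with vehicle high · Detection – cytometric PE anti-B7-1 and Alexa647 anti-CD8 signals after 1% paraformaldehyde fixation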
T cell HTS vesicle-bound %: second read-out of T cell HTS, no call of its own (marks repeat the call); double positive events, %; measured here: CD8+ vesicle-bound cell fraction;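 binding gate set so that unloaded-vesicle control wells show 10% double positive cells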
The depositor's hits bear a star; i = inactive; ? = inconclusive; / = no result given; [ ] = another dose, or the depositor's remark. Rule as the data show it, unless noted: active = inhibition above about 50%; inactive = the rest. The order is random. About 1.5% of those tested had a hit in this group.

SMILES	M17LAP inhibition	human PMI inhibition	human PMI inhibitors	West Nile antiviral	UTI89 phage lysis	RSV CPE inhibition	M1AAP inhibition	TNAP activators	T cell HTS	T cell HTS vesicle-bound %
Cc1ccc(/C=C/C(=O)O)cc1S(=O)(=O)NCCO	1%	3%	5%	0.1%	0.4%	1.6%	-3%	1.2	i	32
O=C(O)c1cc(S(=O)(=O)N2CC3CC3C2C(=O)O)c(Cl)cc1Cl (stereo not drawn)	/	/	/	0.7%	-0.7%[50 µM]	1.2%	/	/	i	19
O=C(NCN1C(=O)C2C3C=CC(C3)C2C1=O)Nc1cccnc1 (stereo not drawn)	9%	5%	8%	-0.1%	1.0%	1.7%	4%	1.2	i	45
CCCn1c(C(O)c2cc(OC)ccc2OC)nc2ccccc21 (stereo not drawn)	4%	2%	-1%	/	-0.6%	0.3%	-2%	1.2	i	38
Cc1noc(C)c1C1(O)CCCCCCCCCCC1	0%	12%	10%	-1.2%	2.1%	0.1%	5%	1	i	43
O=C(NCCN1CCOCC1)NC1(C(F)(F)F)Oc2ccc(Cl)cc2O1 (stereo not drawn)	28%	60%*	/	0.0%	3.6%	3.8%	1%	0.7	i	41
Cn1/c(=N/N=C/c2ccc([N+](=O)[O-])cc2)sc2ccccc21	-12%	-14%	-16%	-0.1%	/	/	-9%	0.9	/	/
CCN(C(=O)c1c(N)cnn1C)c1ccccc1	-12%	-1%	-6%	-0.4%	0.2%	0.5%	-2%	1.1	i	49
CC(=O)C1=C(O)C(=O)N(c2nccs2)C1c1ccc(F)cc1 (stereo not drawn)	14%	-28%	-44%	2.5%	-0.2%	1.7%	5%	1.1	i	50
CC1CCN(C(=O)CSc2ccc(-c3ccc(F)cc3)nn2)CC1	16%	5%	12%	/	-0.3%	2.9%	1%	1	i	40
CCOC(=O)C1=C(C)NC(C)=C(C(=O)OCC)C1c1ccc(OC)cc1	7%	19%	17%	-0.1%	-0.3%	4.7%	1%	1.1	i	32
O=C(CNCc1ccccn1)N1CCc2ccccc2C1	25%	/	/	0.0%	-0.2%	1.6%	-6%	/	i	49
c1ccc2c(c1)Nc1nccnc1S2	8%	-36%	-43%	-0.2%	-4.0%	-0.5%	5%	1	i	44
COc1cccc(-c2nc(=S)c3c(n2Cc2ccco2)CCCC3)c1	2%	11%	6%	-0.7%	0.3%	4.7%	-4%	1.1	i	21
CC(C(=O)NCC1(c2ccccc2)CCCC1)N1CCOCC1 (stereo not drawn)	-7%	6%	2%	-0.1%	0.4%	1.0%	5%	1.1	i	52
Cc1ccc(-c2nnc(CSc3nc(C)nc4sc(C)c(C)c34)o2)cc1	/	-5%	-14%	-0.4%	/	9.7%	/	1	i	65
COc1ccc(CNC(=O)C2CCC(CNS(=O)(=O)c3ccc(C)cc3)CC2)cc1 (stereo not drawn)	/	/	/	-0.2%	0.0%	0.4%	/	/	i	21
O=S(=O)(c1ccc(Cl)c(C(F)(F)F)c1)N1CCN(CC(O)COCC2CCCO2)CC1 (stereo not drawn)	7%	12%	8%	-1.4%	-0.2%	-0.1%	-1%	1	i	29
CCOC(=O)c1cccc(NC(=O)C2CCC(CNc3c(N4CCOCC4)c(=O)c3=O)CC2)c1 (stereo not drawn)	18%	-2%	-8%	0.0%	0.2%	0.1%	6%	1	i	46
CC(C)(Oc1ccc(Cl)cc1)C(=O)N1CCN(C(=O)c2ccco2)CC1	/	/	/	-0.9%	0.3%	0.9%	/	/	i	42
O=S(=O)(c1ccc(F)cc1)N1CCC(c2nc3ccccc3[nH]2)CC1	/	/	/	-0.4%	0.0%	0.1%	/	/	i	30
CCO[C@@H]1OC(C(=O)NCc2nc3ccccc3[nH]2)=C[C@H](c2cn(C(C)=O)c3ccccc23)[C@H]1CCCO	5%	5%	4%	0.2%	-0.8%	0.9%	-1%	1.1	i	31
CC(=O)C1=C(C)NC(SCC(=O)c2ccc(Cl)cc2Cl)=C(C#N)C1c1ccco1 (stereo not drawn)	2%	-1%	28%	1.4%	0.5%	22%	8%	1.1	i	17
CC(=O)Nc1ccc(S(=O)(=O)Nc2nnc(C(C)(C)C)s2)cc1	15%	3%	-4%	1.5%	0.3%	0.1%	-1%	1.1	i	38
CS(=O)(=O)c1ccc(Cl)c(NC(=O)Cc2c(F)cccc2Cl)c1	7%	1%	-1%	0.0%	-0.3%	0.8%	3%	1.1	i	31
CN1CCC(N(C)C(=O)/C=C/c2cn(-c3ccccc3)nc2-c2cccs2)CC1	1%	-6%	-5%	-1.4%	1.1%	0.0%	2%	1	i	28
CCOc1ccc(CN2CCN(CC3=Cc4cccc(OC)c4OC3)CC2CCO)cc1 (stereo not drawn)	-2%	/	/	-1.9%	0.1%	7.2%	-6%	1	i	62
CC(=O)NC12CC3CC(C1)CC(C(=O)N1CCN(S(=O)(=O)c4cccc(F)c4)CC1)(C3)C2	/	/	/	-0.2%	0.1%	2.1%	/	/	i	50
CCOC(=O)N1CCN(CC(=O)N2c3ccccc3CC2C)CC1 (stereo not drawn)	23%	-7%	-11%	-0.3%	-0.2%	0.0%	1%	1	i	34
COc1ccc2cc(CCNC(=O)c3cccs3)c(=O)[nH]c2c1	16%	-6%	3%	-0.1%	0.4%	0.3%	0%	1	i	26
CC(=O)Nc1ccc(N2CCOCC2)c([N+](=O)[O-])c1	0%	0%	0%	1.0%	1.0%	0.3%	2%	1.1	i	66
Cc1cc(C)c(Cc2c(C)nc3c(C(=O)NCc4ccco4)cnn3c2C)c(C)c1	-8%	-10%	-7%	?	i	6.5%	1%	0.7	i	15
COc1ccc(S(=O)(=O)N(CC(=O)NCC2CCCO2)Cc2ccccc2)cc1 (stereo not drawn)	/	/	/	-0.9%	0.1%	0.6%	/	/	i	49
COc1ccc(NS(=O)(=O)c2cc(NC(=O)CC3CCCC3)ccc2N2CCOCC2)cc1	7%	13%	1%	-1.1%	-0.3%	-2.9%	2%	1.2	i	28
Cc1ccc(C)c(NC(=O)C(Sc2nc3ccc(C)cc3[nH]2)c2ccccc2)c1 (stereo not drawn)	11%	-6%	-4%	-1.4%	0.1%	1.8%	-1%	1.2	i	40
CCN1CCN(c2cc(C)c3cc(NC(=O)Cc4ccc(OC)c(OC)c4)ccc3n2)CC1	-11%	17%	17%	2.2%	-1.3%	2.1%	8%	1.1	i	48
CCOP(=O)(OCC)C(NC(=O)c1cc([N+](=O)[O-])cc([N+](=O)[O-])c1)C(F)(F)F (stereo not drawn)	8%	-17%	3%	0.8%	0.1%	2.1%	15%	1	i	44
Cc1cccc2c1-c1sc(C(=O)NCCCN3CCC(C)CC3)cc1CO2	/	/	/	1.0%	0.0%	0.8%	/	/	i	10
O=C(C1CCC1)N1CCc2cc(S(=O)(=O)NCc3cccnc3)ccc21	-1%	-7%	-6%	-1.3%	3.4%	1.3%	5%	1.1	i	51
CC1=NNC(=O)C1CC(=O)N/N=C/c1ccc(C)o1 (stereo not drawn)	5%	/	/	0.0%	/	-0.1%	1%	/	i	46

Continued, starting with the last 2 of the part before.
SMILES	M17LAP inhibition	human PMI inhibition	human PMI inhibitors	West Nile antiviral	UTI89 phage lysis	RSV CPE inhibition	M1AAP inhibition	TNAP activators	T cell HTS	T cell HTS vesicle-bound %
O=C(C1CCC1)N1CCc2cc(S(=O)(=O)NCc3cccnc3)ccc21	-1%	-7%	-6%	-1.3%	3.4%	1.3%	5%	1.1	i	51
CC1=NNC(=O)C1CC(=O)N/N=C/c1ccc(C)o1 (stereo not drawn)	5%	/	/	0.0%	/	-0.1%	1%	/	i	46
CCCc1nn(C)c2c(=O)[nH]c(-c3cc(S(=O)(=O)Nc4ccc(NC(C)=O)cc4)ccc3OCC)nc12	13%	/	/	0.5%	3.1%[50 µM]	7.9%	2%	/	i	51
COc1ccccc1/C=C/C(=O)N1CCCC1	0%	-4%	-4%	0.2%	-0.5%	1.6%	6%	1.1	i	5
Cc1[nH]n(-c2ccccc2)c(=O)c1C=Nc1cccc(F)c1	2%	/	/	0.2%	-1.9%[50 µM]	-1.1%	5%	/	i	48
Nc1cc2c(cc1O)CCCC2	-2%	38%	54%*	0.1%	-0.4%	-0.5%	7%	1.4	i	64
CCCc1cc(=O)n2nc(N3CCC(C(=O)NCc4ccco4)CC3)sc2n1	/	/	/	0.3%	-0.2%	0.3%	/	/	i	25
COc1ccccc1N1CCN(S(C)(=O)=O)CC1	13%	1%	-6%	-0.5%	3.0%	2.2%	12%	1.1	i	11
O=C(COC(=O)/C=C/c1cccc(Cl)c1)NCCc1ccccc1	-5%	1%	2%	-0.1%	7.9%	1.8%	2%	1.1	i	30
O=C(CSc1nnc(NC(=O)C2CC(=O)N(c3ccccc3)C2)s1)NC1CCCC1 (stereo not drawn)	/	/	/	0.1%	-0.6%[50 µM]	1.6%	/	/	i	10
CC(=O)Nc1ccc(S(=O)(=O)Oc2ccc(/C=C3\SC(N)=NC3=O)cc2)cc1	-18%	9%	8%	1.3%	-0.3%	0.1%	7%	1	i	32
CCN(CC)c1ccc(/C=C/C(=O)c2cccnc2)cc1	16%	8%	19%	-0.2%	0.1%	1.2%	-3%	1	i	41
O=C(Cn1cnc([N+](=O)[O-])n1)NCCO	-2%	-1%	2%	/	-2.1%	1.7%	4%	1	i	37
CCOC(=O)CCc1c(C)nc2cc(-c3ccc(Cl)cc3)[nH]n2c1=O	-3%	0%	-2%	-0.2%	-1.9%	1.1%	1%	1	i	10
COc1ccc(CN2CCN(C(=O)CCC(=O)Nc3nnc(C(C)C)s3)CC2)cc1F	/	/	/	0.0%	0.2%	5.9%	/	/	i	49
COc1ccc(Nc2nc(OC)nc(N3CCOCC3)n2)cc1	2%	8%	3%	-0.8%	0.3%	0.5%	4%	1.1	i	49
COc1cccc(CC(NC(C)=O)C(=O)NC2CCN(c3ncccc3[N+](=O)[O-])CC2)c1 (stereo not drawn)	9%	-6%	-5%	-0.3%	/	3.4%	10%	1.1	i	28
CCCSc1cc(=O)n(-c2ccc(F)cc2)nc1C(=O)OCC	9%	-13%	-6%	-0.4%	0.7%	0.9%	8%	1.1	i	46

Bioassay records deposited in PubChem BioAssay by several laboratories.
